# S100A4 inh HTS: inhibitors of S100A4-myosin IIA peptide binding, primary screen, biochemical, fluorescence polarization, TAMRA-MyoIIA peptide; inhibition, % at 10.7 µM; actives 0.14% (n = 360,000);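 active = mean inhibition of at least 70% across replicates, with every replicate also reaching that level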
# Target sequence (P26447 whole entry, looked up): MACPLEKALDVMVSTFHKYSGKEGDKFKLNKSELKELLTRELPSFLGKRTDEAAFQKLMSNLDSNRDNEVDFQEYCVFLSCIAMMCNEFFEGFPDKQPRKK
#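 Test system: S100A4 monomer protein. Medium: HEPES buffer with Ca2+, pH 7.2. Reagent: fluorescent myosin IIA peptide, 5 nM. Compound dosing: single-point compound testing. Timing: 5 min between mix addition and reading. Benchmarks: DMSO neutral and TFP positive wells.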
# RAD54 branch: inhibitors of human RAD54 branch migration, primary screen, biochemical, fluorescence, single point; inhibition, % at 10.4 µM; RAD54 Holliday junction branch migration, FAM/BHQ fluorescence; actives 0.14% (n = 360,000); AID 602329, 2012; DNA repair and recombination protein RAD54-like (Homo sapiens), Q92698;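 active = mean normalized replicate activity at least 40 and at least half of replicates scoring 40 or more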;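 also: 0% = median of neutral control wells and 100% = median of positive control wells; inhibitors cause a drop in the FAM fluorescence signal; in these data hits start at about 50%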
# E-sel inducer: E-selectin induction in HUVECs, primary screen, imaging, HUVEC, immunofluorescence imaging, single point. actives 0.37% (n = 260,000). activation, % at 7.58 µM. normalized: neutral wells 0, TNF-alpha wells 100;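 active = mean E-selectin-positive cell signal at least 10% of the positive control, reached in at least 60% of replicates, without over 20% cell loss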;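 also: in these data hits start at about 27%; measured in HUVEC primary endothelial cells; signal is the percent of cells scored E-selectin positive by PE staining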
# Target sequence (P16581 whole entry, looked up): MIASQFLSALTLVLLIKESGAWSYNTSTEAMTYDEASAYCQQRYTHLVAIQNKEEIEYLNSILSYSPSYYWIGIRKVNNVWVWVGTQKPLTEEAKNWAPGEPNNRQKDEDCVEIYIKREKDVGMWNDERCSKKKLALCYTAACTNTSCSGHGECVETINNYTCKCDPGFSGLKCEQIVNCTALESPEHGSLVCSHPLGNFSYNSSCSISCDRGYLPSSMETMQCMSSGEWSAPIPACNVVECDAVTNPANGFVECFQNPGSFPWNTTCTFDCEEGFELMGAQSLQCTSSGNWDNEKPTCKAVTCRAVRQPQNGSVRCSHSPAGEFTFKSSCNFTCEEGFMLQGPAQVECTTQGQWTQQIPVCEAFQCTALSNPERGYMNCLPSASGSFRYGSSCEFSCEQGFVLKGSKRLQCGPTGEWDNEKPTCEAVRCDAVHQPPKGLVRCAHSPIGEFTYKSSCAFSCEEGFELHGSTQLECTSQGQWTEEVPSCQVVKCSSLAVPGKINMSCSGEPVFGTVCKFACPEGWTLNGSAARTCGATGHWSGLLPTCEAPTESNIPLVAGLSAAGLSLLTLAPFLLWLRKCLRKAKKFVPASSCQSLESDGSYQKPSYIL
#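 Assay system: HUVEC primary endothelial cells. Input: 3,000 HUVEC seeded per well. Doses: one compound dose added by pin transfer. Read-out basis: % PE-positive cells. Benchmarks: TNF-alpha high, DMSO low. Detection: immunofluorescence imaging. Buffer or medium: EGM-2, gelatin.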
# esBAF inh: Bmi1 luciferase reporter increase in mESCs, primary screen, esBAF inhibitor project, mouse ES cells, Bmi1 luciferase knock-in, single point; 24 h; 100% = twice the neutral-well signal; reporter increase, % at 12.5 µM; actives 2% (n = 350,000); in the data active = activation above about 40%;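 also: 0% = median of the plate's neutral control wells and 100% = double that signal; a rise in the Bmi1 reporter signal indicates esBAF inhibition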
# ERp5 block: inhibitors of ERp5-driven insulin aggregation, primary screen, biochemical, turbidity, absorbance 650 nm, single point; Protein disulfide-isomerase A6 (Homo sapiens), Q15084; 90 min; inhibition, % at 9.99 µM; actives 0.05% (n = 350,000);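 active = mean replicate inhibition above about 25%, with every replicate also reaching it, limit read from the data, passing the limit was not always enough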
# Xi reactivation: activators of inactive X chromosome reactivation, primary screen, imaging, XiGFP fibroblasts, GFP high-content imaging, set 2. XiGFP mouse fibroblasts, % GFP-positive cells imaging, 3 d; cells co-treated with 5-aza-dC sensitizer; scaled so ellipticine positive control = 100%. activation, % at 7.58 µM. actives 0.055% (n = 360,000). AID 743238, 2013;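 active = mean normalized replicate activation at least 10% and every replicate at or above 10%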;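 also: 0% = median of on-plate neutral control wells and 100% = ellipticine 6 µM median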
#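 Assay system: SV40-immortalized XiGFP fibroblast cells, line 68-5-11; buffer or medium: DMEM plus 5-aza-dC sensitizer; compound: one concentration, pinned; timing: compounds 3 days, fix/stain 15 min at room temperature; benchmarks: positive control ellipticine, 6 µM final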
# ERAP1 inh: human ERAP1 aminopeptidase inhibitors, primary screen, biochemical, single point, plate reader. Endoplasmic reticulum aminopeptidase 1 (Homo sapiens), Q9NZ08. recombinant ERAP1, Leu-AMC fluorescence, 60 min. inhibition, % at 10.7 µM. actives 0.15% (n = 340,000). AID 652197, 2013;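 active = mean replicate inhibition of at least 30%, or all replicates individually reaching that 30% level; inactive = mean below 30% and not every replicate reaching it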;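 also: 0% = neutral control wells and 100% = L-leucinethiol positive control wells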
# RAD52 inh: RAD52 DNA annealing inhibitors, primary screen, biochemical, FRET, single point, set 2; inhibition, % at 18.7 µM; recombinant RAD52 DNA annealing, FRET fluorescence; actives 0.46% (n = 360,000); AID 651710, 2012; DNA repair protein RAD52 homolog (Homo sapiens), P43351;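 active = every replicate showing at least 50% inhibition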
# Starred values were filed as active, the others as inactive; . = no result given.
No.	canonical_smiles	S100A4 inh HTS	RAD54 branch	E-sel inducer	esBAF inh	ERp5 block	Xi reactivation	ERAP1 inh	RAD52 inh
1	CC(C)(C)OC(=O)NCc1n[nH]c(=S)n1C1CC1	1	-5	.	1	.	0.0	2	-11
2	COCOCCn1cc(CN2CCS(=O)(=O)N(Cc3ccc(-c4ccc(F)nc4)cc3)C(C)C2=O)nn1 (centres undefined)	-4	-9	-0.1	-3	1	0.0	5	-3
3	CCOC(=O)C(=O)N/N=C/c1ccco1	5	3	.	.	-7	0.0	.	-16
4	O=C(COC(=O)/C=C/c1ccc(OC(F)F)cc1)NC(=O)NC1CCCCC1	-6	0	3.2	6	3	0.1	3	11
5	CC(=O)C1C(=O)c2c(cccc2[N+](=O)[O-])C1=Nc1cccc(Cl)c1 (centres undefined)	2	.	0.1	.	1	0.2	5	-1
6	CCCCCCc1nc(C(N)=O)c2[nH]c(=O)n(-c3ccc(OC)cc3OC)c2n1	1	-7	.	-3	0	0.1	-4	-5
7	COc1ccc(C(O)c2nc(-c3cc4ccccc4o3)cs2)cc1 (centres undefined)	6	7	2.4	19	1	0.0	5	0
8	CCOC(=O)CNC(=O)CNC(=O)c1ccc(OC(C)C)cc1	-12	-4	.	.	11	0.0	.	-17

# More compounds.
No.	canonical_smiles	S100A4 inh HTS	RAD54 branch	E-sel inducer	esBAF inh	ERp5 block	Xi reactivation	ERAP1 inh	RAD52 inh
9	C[C@@H]1CCCCO[C@H](CN(C)Cc2ccc(C(=O)O)cc2)[C@@H](C)CN([C@H](C)CO)C(=O)c2cc(NC(=O)Nc3ccc(F)cc3)ccc2O1	-12	-1	0.1	-3	-3	-1.2	-4	-2
10	Cc1cc(C)c(N(CC(=O)NC(C)(C)C)C(=O)CNC(=O)c2cccs2)c(C)c1	-3	.	.	.	8	0.0	13	-1
11	Cc1ccc(NC(=O)CSc2nnc(-c3ccncc3)n2C)cc1S(=O)(=O)N1CCOCC1	0	-12	-2.3	-6	-2	0.0	-1	-4
12	COCc1[nH]nc2c1C(c1cccc(C(F)(F)F)c1)N(c1ccccc1)C2=O (centres undefined)	0	.	0.4	.	-3	-0.1	2	-5
13	CN(C)C1=NC[C@H](Cc2ccccc2)N1CCCCc1ccccc1	3	-1	0.1	-22	1	0.4	1	7
14	CC1CCN(c2ncccc2C(=O)O)CC1	4	-6	.	-4	3	.	-1	-2
15	CCC(=O)N1CCC2(CC1)CN(Cc1nccs1)[C@H](CO)c1c2c2ccc(OC)cc2n1C	-6	.	-0.4	.	-1	0.0	-1	-47
16	O=C(Nc1ccccc1N1CCOCC1)c1ccc(F)c(S(=O)(=O)N2CCOCC2)c1	-3	0	.	-8	-8	-0.1	1	-13

# Next structures:
No.	canonical_smiles	S100A4 inh HTS	RAD54 branch	E-sel inducer	esBAF inh	ERp5 block	Xi reactivation	ERAP1 inh	RAD52 inh
17	CC(C)NS(=O)(=O)c1ccc(OCC(=O)Nc2ccccc2F)cc1	2	13	.	8	-1	.	0	-2
18	Cc1ccc(S(=O)(=O)N2CCN(C(=O)COC(=O)c3ccc([N+](=O)[O-])o3)CC2)c(C)c1	1	-7	0.9	-3	-1	-0.1	1	-7
19	CC(C)(C)C(=O)Nc1ccc(NC(=O)c2ccco2)nc1	-4	2	.	-83	0	0.0	0	-19
20	COc1ccc(NC(=O)C2Cc3c(-c4cccc(F)c4)ccnc3O2)cc1 (centres undefined)	2	-7	1.5	0	-5	0.4	2	-8
21	CSc1nc(N2CCOCC2)c2c(c1C#N)CC(C(C)C)OC2 (centres undefined)	2	-20	0.0	1	-6	0.0	1	-15
22	Cc1cc(C(=O)NNC(=O)c2ccc(F)cc2)c(C)s1	2	4	0.2	7	4	-0.1	1	-3
23	O=c1c2ccccc2nnn1-c1ccccc1	-4	.	1.4	.	4	0.6	-3	-8
24	Clc1ccc(Nc2ccc3ccccc3n2)cc1	5	.	14	.	2	0.0	2	-11

# Some of these compounds in order of their number in ERp5 block, low to high:
no. | Structure | ERp5 block
21 | CSc1nc(N2CCOCC2)c2c(c1C#N)CC(C(C)C)OC2 (centres undefined) | -6
20 | COc1ccc(NC(=O)C2Cc3c(-c4cccc(F)c4)ccnc3O2)cc1 (centres undefined) | -5
18 | Cc1ccc(S(=O)(=O)N2CCN(C(=O)COC(=O)c3ccc([N+](=O)[O-])o3)CC2)c(C)c1 | -1
19 | CC(C)(C)C(=O)Nc1ccc(NC(=O)c2ccco2)nc1 | 0
24 | Clc1ccc(Nc2ccc3ccccc3n2)cc1 | 2
23 | O=c1c2ccccc2nnn1-c1ccccc1 | 4

# Filtered by structure: those above with a tert-butyl group
No.	canonical_smiles	S100A4 inh HTS	RAD54 branch	E-sel inducer	esBAF inh	ERp5 block	Xi reactivation	ERAP1 inh	RAD52 inh
1	CC(C)(C)OC(=O)NCc1n[nH]c(=S)n1C1CC1	1	-5	.	1	.	0.0	2	-11
10	Cc1cc(C)c(N(CC(=O)NC(C)(C)C)C(=O)CNC(=O)c2cccs2)c(C)c1	-3	.	.	.	8	0.0	13	-1
19	CC(C)(C)C(=O)Nc1ccc(NC(=O)c2ccco2)nc1	-4	2	.	-83	0	0.0	0	-19

# (listing goes on)
No.	canonical_smiles	S100A4 inh HTS	RAD54 branch	E-sel inducer	esBAF inh	ERp5 block	Xi reactivation	ERAP1 inh	RAD52 inh
25	c1ccc(-c2ccccc2OCCN2CCCC2)cc1	3	-3	.	1	-1	0.0	1	0
26	Cc1cccc(NC(=S)N(Cc2ccc(Cl)cc2)Cc2ccc(C(=O)O)cc2)c1	-4	.	.	.	-3	-1.2	0	4
27	Cc1ccc(C(C#N)c2ccc(Cl)nn2)cc1 (centres undefined)	-1	.	.	.	2	0.2	7	-9
28	CC(=O)c1ccc(OCCOc2ccc([N+](=O)[O-])cc2)cc1	4	-8	.	1	1	-0.1	1	-7
29	O=C(NNC(=O)c1ccccc1F)c1ccc(-c2ccc(Cl)cc2)o1	3	.	-1.9	.	-4	0.0	6	-18
30	CCOc1ccccc1NC(=O)C(NCC1(N2CCCCC2)CCCCC1)c1ccccc1 (centres undefined)	-4	.	1.1	.	7	0.2	2	8
31	Cc1ccccc1C(=O)NCCNC(=O)c1ccco1	4	-12	.	-10	-1	0.2	-2	-1
32	C[C@H](CO)N1C[C@H](C)[C@@H](CN(C)Cc2ccc(Oc3ccccc3)cc2)Oc2ccc(NC(=O)Cc3cn(C)c4ccccc34)cc2CC1=O	.	2	-0.8	-4	.	-0.6	.	.

# Other results
No.	canonical_smiles	S100A4 inh HTS	RAD54 branch	E-sel inducer	esBAF inh	ERp5 block	Xi reactivation	ERAP1 inh	RAD52 inh
33	CCOc1ccc(-c2cc(C(=O)NCc3cc(C(F)(F)F)cc(C(F)(F)F)c3)[nH]n2)c(C)c1	-6	4	0.5	3	-5	0.0	2	-12
34	CC(C)(C)n1ncc2c(=O)n(Cc3c(Cl)cccc3Br)cnc21	1	-3	0.1	8	-4	-0.2	6	-8
35	NS(=O)(=O)c1ccc(CCNC(=O)c2ccc(Cl)nc2)cc1	0	-8	0.5	0	4	0.1	1	-17
36	C/C(CC(=O)Nc1cccc(C(F)(F)F)c1)=N\NC(=O)c1cnccn1	1	-8	-0.1	8	5	0.0	2	-16
37	CCC(Sc1nc2cc(OC)c(OC)cc2c(=O)n1CCc1ccc(S(N)(=O)=O)cc1)C(=O)NCCOC (centres undefined)	7	5	0.4	-12	4	0.8	-1	-17
38	CC(C)C1(c2ccsc2)NC(=O)NC1=O (centres undefined)	4	.	-0.2	.	-2	0.2	-2	-6
39	COc1cccc(S(=O)(=O)N[C@@H]2CC[C@@H](CCn3cc(-c4ccc(F)cc4)nn3)O[C@@H]2CO)c1	18	1	-0.4	0	-5	-0.2	3	2
40	O=C(NCC[C@@H]1CC[C@H](NS(=O)(=O)c2ccccc2)[C@@H](CO)O1)c1ccc2c(c1)OCO2	10	2	-1.8	1	-6	0.2	1	3

# Carrying on.
# Each structure is followed by: S100A4 inh HTS | RAD54 branch | E-sel inducer | esBAF inh | ERp5 block | Xi reactivation | ERAP1 inh | RAD52 inh
41	O=C(CN1CCOCC1)N1CC2(C1)[C@H](c1ccccc1)[C@@H](CO)N2Cc1ccc(F)cc1
  -2 | . | 1.6 | . | -3 | 0.2 | 3 | 0
42	C[C@H](CO)N1C[C@H](C)[C@@H](CN(C)C(=O)CCC(F)(F)F)OCCCC[C@H](C)Oc2ccc(NC(=O)Cc3ccccc3)cc2C1=O
  -44 | 5 | -0.3 | 1 | -1 | 0.2 | -2 | 19
43	COc1ccc(CCNC(=O)C(=O)c2cn(CC(=O)N3CCCC3)c3ccccc23)cc1OC
  4 | -8 | -0.3 | 7 | 2 | 0.0 | -8 | -11
44	O=C(Nc1nccs1)c1cc(-c2ccncc2)nc2ccccc12
  -1 | . | . | . | 3 | 0.0 | 3 | -10
45	Cc1cccc(-n2cnc3sc(C)c(C)c3c2=O)c1
  0 | . | -0.4 | 3 | 3 | 3.6 | -2 | -5
46	O=C(C[C@H]1C[C@@H]2c3cc(NC(=O)CC4CC4)ccc3O[C@@H]2[C@@H](CO)O1)NCC1CC1
  -4 | 3 | 0.0 | 3 | 2 | 0.2 | -1 | -3
47	CCc1cccc(NC(=O)NC(=O)Cn2nnc(C(=O)OC)c2C(=O)OC)c1
  -2 | 4 | . | . | 2 | 0.0 | 4 | -10
48	O=C(C[C@@H]1C=C[C@H](NS(=O)(=O)c2ccccc2)[C@H](CO)O1)N1CCN(c2ccccc2)CC1
  57 | . | 0.3 | . | 0 | -0.1 | -5 | -21
49	O=C(c1ccc(F)cc1)N1CC(=O)N2[C@@H](CO)[C@H](c3ccc(/C=C/c4ccccc4)cc3)[C@@H]2C1
  -5 | . | -0.4 | . | -5 | 0.2 | 3 | -9
50	Cc1noc(NS(=O)(=O)c2ccc(N/C=C\C(=O)c3cccc4ccccc34)cc2)c1C
  -10 | -7 | . | 10 | 5 | 0.4 | 4 | -20
51	Cc1cccc(C)c1NC(=O)Nc1ccc2c(c1)OCO2
  6 | 1 | . | 22 | -4 | 0.2 | 6 | -8
52	C[C@H]1CN([C@@H](C)CO)C(=O)c2cc(Br)cnc2O[C@H]1CN(C)S(=O)(=O)c1ccc(F)cc1
  -10 | -1 | 0.0 | -4 | -3 | -1.0 | -1 | 21
53	Cc1noc(C)c1NC(=O)Nc1ccc2c(c1)C(=O)N([C@@H](C)CO)C[C@H](C)[C@@H](CN(C)S(=O)(=O)c1cn(C)cn1)O2
  0 | -4 | -8.9 | -1 | -2 | 0.1 | 1 | -4
54	CCCCSc1n[nH]c(N)n1
  -1 | . | 0.2 | . | -4 | 0.0 | 2 | -12
55	CC1(NC(=O)c2cc(-c3cccs3)nn2-c2ccccc2)CCS(=O)(=O)C1 (centres undefined)
  2 | 0 | -0.3 | -2 | 3 | 0.0 | 1 | -1
56	Cc1nc(-c2ccc(Cl)cc2)sc1C1(C)CC(c2ccncc2)=NO1 (centres undefined)
  . | -7 | -0.1 | 33 | . | 0.2 | . | .
57	CCCC#Cc1cnc2c(c1)C(=O)N([C@@H](C)CO)C[C@H](C)[C@@H](CN(C)C(=O)Nc1cccc(F)c1)O2
  1 | 7 | -0.1 | 2 | 6 | -1.3 | 2 | 2
